RPL19A TOR yeast: modulators of TOR pathway RPL19A-GFP in S. cerevisiae; S. cerevisiae RPL19A-GFP strain, flow cytometry, 3 h; hits give low values; percent response vs DMSO, % at 10 µM; 0.3% of 330,000 active; AID 2025;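 active means percent response vs DMSO below 50%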;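 further: median channel GFP fluorescence of the barcoded RPL19A-GFP strain; ratio of sample median GFP to plate DMSO average so 100% = DMSO; lower means less RPL19A-GFP as with rapamycin TOR inhibition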
MEP2 TOR yeast: yeast TOR pathway MEP2-GFP modulation | GFP response vs DMSO, % at 10 µM | AID 2016 | 0.51% of 330,000 active | S. cerevisiae MEP2-GFP strain, flow cytometry GFP, 3 h; 100% = DMSO control level;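 active means GFP response versus DMSO above a set limit, roughly screen mean plus 3 SD, cut at about 180% in these data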;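 further: median GFP fluorescence of the barcode-gated MEP2-GFP cells per well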
CIT2 TOR yeast: modulators of TOR pathway CIT2-GFP in S. cerevisiae | GFP response vs DMSO, % at 10 µM | 0.065% of 320,000 active | S. cerevisiae CIT2-GFP strain, flow cytometry, 3 h; 100 means same as DMSO wells;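 active means GFP response relative to DMSO above a set limit, near the screen mean plus 3 SD, cut at about 150% in these data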;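 further: ratio of well median GFP fluorescence to mean of DMSO wells on the plate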
AGP1-GFP MLPCN: modulators of TOR pathway AGP1-GFP in S. cerevisiae | AID 2066 | 0.02% of 320,000 active | GFP response vs DMSO, % at 10 µM | S. cerevisiae AGP1-GFP multiplex flow cytometry, 3 h; GFP as percent of DMSO wells;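 active means GFP response relative to DMSO above a set limit, near screen average plus 3 SD, cut at about 150% in these data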;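 further: median GFP channel fluorescence of the gated AGP1 strain per well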
proCasp7 act: activates human procaspase-7, counter-screen for procaspase-3 activators; AID 463210; P55210; activation, % at 8.5 µM; 0.093% of 330,000 active; recombinant procaspase-7, Ac-DEVD-pNA absorbance 405 nm; D23A/D198A/D206A triple mutant, cannot self-cleave; scale: DMSO 0, 5 µM enzyme 100;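 active means percent activation above the screen-wide mean plus 3 SD, cut at about 25% in these data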
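signal = Epi-absorbance of released pNA at 405 nm, two timepoints | assay system = Uncleavable procaspase-7 mutant enzyme | reagent = Ac-DEVD-pNA substrate, 400 µM as added | times = 1 h enzyme–compound preincubation and 2 h substrate reaction, both 25 °C | benchmarks = low DMSO alone, high DMSO plus 5 µM PC-7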
LAP4-GFP MLPCN: yeast TOR pathway LAP4-GFP modulation; AID 2023; S. cerevisiae LAP4-GFP multiplex, flow cytometry GFP, 3 h; median GFP as percent of DMSO wells; GFP response vs DMSO, % at 10 µM; 0.34% of 320,000 active;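 active means GFP response vs DMSO above a set limit, about the screen mean plus 3 SD, cut at about 150% in these data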
proCasp3 act: activates human procaspase-3 | 0.11% of 330,000 active | P42574 | AID 463141 | activation, % at 8.5 µM | recombinant procaspase-3 D3A, Ac-DEVD-pNA absorbance 405 nm;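 active means activation above the mean of all tested compounds plus 3 SD, cut at about 21% in these data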;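 further: 0% = DMSO alone and 100% = DMSO wells spiked with extra 5 µM PC-3 D3A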
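Test system: Procaspase-3 D3A mutant, all three cleavage aspartates alanine | Dosing: Single dose, 8.5 µM nominal compound, 0.8% DMSO | Schedule: 1 h preincubation, 2 h reaction | Technique: 405 nm absorbance of p-nitroaniline, reads at 0 and 120 min | Repeats: One well per compound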
AHR act: activators of human aryl hydrocarbon receptor; P35869; AHR-responsive luciferase reporter cells, luminescence; activation, % at 5 µM; 2.5% of 320,000 active; in the data active means activation above about 47%;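 further: 0% = vehicle wells and 100% = reference agonist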
Target sequence (P35869 whole entry, looked up): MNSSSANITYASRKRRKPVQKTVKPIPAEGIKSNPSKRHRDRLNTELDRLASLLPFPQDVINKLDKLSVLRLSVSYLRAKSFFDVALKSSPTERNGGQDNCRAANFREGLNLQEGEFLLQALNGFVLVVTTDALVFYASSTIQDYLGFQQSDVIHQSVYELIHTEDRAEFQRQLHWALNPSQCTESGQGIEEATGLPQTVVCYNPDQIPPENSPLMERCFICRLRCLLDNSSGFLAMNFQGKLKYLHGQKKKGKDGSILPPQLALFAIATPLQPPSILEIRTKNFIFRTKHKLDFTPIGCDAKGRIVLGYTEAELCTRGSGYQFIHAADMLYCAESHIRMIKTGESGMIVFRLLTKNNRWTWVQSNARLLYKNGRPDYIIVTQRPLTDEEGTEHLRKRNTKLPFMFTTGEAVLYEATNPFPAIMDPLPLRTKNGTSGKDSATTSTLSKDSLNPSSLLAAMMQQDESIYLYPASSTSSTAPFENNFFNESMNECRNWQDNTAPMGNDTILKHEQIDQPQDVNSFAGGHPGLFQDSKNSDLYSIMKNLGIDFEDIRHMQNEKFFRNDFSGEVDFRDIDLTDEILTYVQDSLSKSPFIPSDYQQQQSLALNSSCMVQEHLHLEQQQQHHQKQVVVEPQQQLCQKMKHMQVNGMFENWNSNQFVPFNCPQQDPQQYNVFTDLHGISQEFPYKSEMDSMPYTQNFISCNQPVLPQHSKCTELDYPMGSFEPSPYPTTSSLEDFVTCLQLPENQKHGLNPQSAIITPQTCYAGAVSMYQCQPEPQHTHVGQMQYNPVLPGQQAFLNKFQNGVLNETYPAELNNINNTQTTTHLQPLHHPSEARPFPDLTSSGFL
An asterisk follows results filed as active; · = not tested or not shown.

SMILES | RPL19A TOR yeast | MEP2 TOR yeast | CIT2 TOR yeast | AGP1-GFP MLPCN | proCasp7 act | LAP4-GFP MLPCN | proCasp3 act | AHR act
O=C(N/N=C\c1ccccn1)c1cccc(C(=O)N/N=C\c2ccccn2)n1 | 100 | 102 | 97 | 104 | 4 | 110 | 3 | 41
Cc1cnc(NC(=O)CCCSc2nc3ccccc3s2)s1 | 101 | 107 | 94 | 98 | 9 | 101 | 9 | 17
Cc1ccc(S(=O)(=O)NN2C(=O)/C(=C/c3cccc(F)c3)SC2=S)cc1 | 100 | 96 | 89 | 93 | -3 | 113 | 4 | 1
Cc1ccc(-n2c(SCC(=O)N3CCCc4ccccc43)nnc2-c2cccnc2)c(C)c1 | 97 | 100 | 97 | 94 | 4 | 90 | 4 | 0
CCn1cc([N+](=O)[O-])c(C(=O)Nc2cc(C)on2)n1 | 101 | 98 | 95 | 96 | 8 | 99 | 2 | 2
O=C(Nc1ncc(S(=O)(=O)c2ccc([N+](=O)[O-])cc2)s1)c1cccnc1 | 91 | 97 | 98 | 98 | 1 | 100 | 1 | 0
O=C(COc1ncnc2ccccc12)N1CCN(S(=O)(=O)c2ccccc2)CC1 | 101 | 100 | 92 | 100 | -2 | 96 | 6 | 4
Fc1ccc(Nc2ccc(-c3ccc(F)cc3)nn2)cc1 | 102 | 116 | 95 | 95 | 5 | 111 | -5 | -4
CCOC(=O)Cc1csc(SCC(=O)/C(C#N)=C(\C)N)n1 | 100 | 103 | 105 | 110 | 5 | 98 | 4 | 1
Nc1nc2nonc2nc1N | 108 | 103 | 105 | 122 | 0 | 115 | 3 | -2
COc1ccccc1N(CC(=O)N1CCCC1)S(=O)(=O)c1cc([N+](=O)[O-])ccc1Cl | 98 | 96 | 84 | 87 | -7 | 89 | -5 | 1
CC(=O)N1c2ccc(S(=O)(=O)N3CCC(C(=O)N4CCCC(C)C4)CC3)cc2CC1C (configuration not stated) | 108 | 112 | 112 | 109 | 3 | 112 | 5 | 0
O=C(c1cccc(Cl)c1)N1CCCC(c2ccc(Cl)cc2)=N1 | 98 | 106 | 105 | 99 | -8 | 98 | 7 | 2
COc1ccccc1CNC(=O)c1cc(C)nc2ccccc12 | 104 | 110 | 110 | 93 | 0 | 91 | -2 | 4
COc1ccc(C(CNC(=O)CCC(=O)c2ccc(C)s2)N2CCOCC2)cc1 (configuration not stated) | 95 | 96 | 97 | 98 | 2 | 95 | 0 | 2
O=C(NNC(=O)C1CC1)c1ccc(F)cc1F | 97 | 93 | 89 | 94 | -15 | 92 | -2 | -1
CC(C)C(=O)Nc1ccc(C(=O)NNC(=O)NC2CCCCC2)cc1 | 81 | 93 | 83 | 80 | 5 | 86 | 5 | -1
CC(=O)Nc1cccc(C(=O)NC(C)c2ccc(S(N)(=O)=O)cc2)c1 (configuration not stated) | 92 | 91 | 99 | · | 0 | 98 | -5 | 13
CCC(C)NS(=O)(=O)c1ccc(NC(=O)C2CCCO2)cc1 (configuration not stated) | 94 | 97 | 72 | 89 | 3 | 93 | 8 | 0
O=C(O)c1ccccc1-c1cn2cc(Cl)ccc2n1 | 101 | 102 | 103 | 102 | 8 | 98 | 3 | 2
CCOC(=O)c1sc(NC(=O)c2ccoc2C)c(C(N)=O)c1C | 97 | 95 | 96 | 95 | -1 | 99 | 6 | -6
CS(=O)(=O)N(CC(=O)N1CCN(Cc2ccccc2)CC1)c1ccccc1F | 100 | 104 | 102 | 101 | -1 | 98 | -6 | 0
O=C(Nc1ccc(Cl)cc1Cl)c1ccc(Br)o1 | 104 | 110 | 100 | 101 | -10 | 97 | 4 | 32
COc1ccccc1CNC(=O)C1CCCN(S(C)(=O)=O)C1 (configuration not stated) | 101 | 103 | 104 | 102 | -2 | 99 | 1 | 0
COc1ccc(CCc2nnc(CCC(=O)NCc3cc(C(C)C)no3)o2)cc1 | 103 | 104 | 99 | 95 | -7 | 95 | -3 | 5

Reformatted: two of the compounds above
Values in the order: RPL19A TOR yeast	MEP2 TOR yeast	CIT2 TOR yeast	AGP1-GFP MLPCN	proCasp7 act	LAP4-GFP MLPCN	proCasp3 act	AHR act
- COc1ccccc1N(CC(=O)N1CCCC1)S(=O)(=O)c1cc([N+](=O)[O-])ccc1Cl
    98	96	84	87	-7	89	-5	1
- CC(=O)N1c2ccc(S(=O)(=O)N3CCC(C(=O)N4CCCC(C)C4)CC3)cc2CC1C (configuration not stated)
    108	112	112	109	3	112	5	0

Single records, as listed above.
COc1ccccc1CNC(=O)c1cc(C)nc2ccccc12 reads RPL19A TOR yeast = 104; MEP2 TOR yeast = 110; CIT2 TOR yeast = 110; AGP1-GFP MLPCN = 93; proCasp7 act = 0; LAP4-GFP MLPCN = 91; proCasp3 act = -2; AHR act = 4
CCOC(=O)c1sc(NC(=O)c2ccoc2C)c(C(N)=O)c1C reads RPL19A TOR yeast = 97; MEP2 TOR yeast = 95; CIT2 TOR yeast = 96; AGP1-GFP MLPCN = 95; proCasp7 act = -1; LAP4-GFP MLPCN = 99; proCasp3 act = 6; AHR act = -6

The main list resumes, starting 2 compounds before the break.
SMILES | RPL19A TOR yeast | MEP2 TOR yeast | CIT2 TOR yeast | AGP1-GFP MLPCN | proCasp7 act | LAP4-GFP MLPCN | proCasp3 act | AHR act
COc1ccccc1CNC(=O)C1CCCN(S(C)(=O)=O)C1 (configuration not stated) | 101 | 103 | 104 | 102 | -2 | 99 | 1 | 0
COc1ccc(CCc2nnc(CCC(=O)NCc3cc(C(C)C)no3)o2)cc1 | 103 | 104 | 99 | 95 | -7 | 95 | -3 | 5
CC1=NCCN1CCNC(=O)Nc1ccc(C(C)(C)C)cc1 | 98 | 99 | 103 | 103 | 14 | 104 | 1 | 0
Cc1nc2sc(C(c3cccc(F)c3)N3CCCC(C)C3)c(O)n2n1 (configuration not stated) | 97 | 95 | 96 | 93 | -6 | 84 | 5 | 5
COc1ccc(N2C(=O)CC(c3ccc(OC(C)C)cc3)C2=O)cc1 (configuration not stated) | 103 | 91 | 94 | 100 | 4 | 92 | 5 | -1
CCn1c(-c2ccc(C(C)(C)C)cc2)n[nH]c1=S | 96 | 93 | 93 | 95 | -21 | 97 | -15 | 3
O=C(N/N=C1\NC(=O)C(CO)(CO)S1)c1ccccc1 | 102 | 100 | 97 | 106 | 8 | 109 | -6 | -1
CC(=O)Oc1ccc(-c2cccc(C(=O)NCCCO)c2)cc1 | 109 | 120 | 86 | 106 | 13 | 110 | -5 | 6
COc1ccccc1NC(=O)c1ccc(NC(=O)COC(=O)C2(C)CC2(Cl)Cl)cc1 (configuration not stated) | 101 | 105 | 96 | 97 | 7 | 107 | -5 | 34
COc1cccc(NC(=O)CN(C)C(=O)c2ccc3c(c2)C(=O)N(CCC(C)C)C3=O)c1 | 95 | 98 | 92 | 93 | 9 | 116 | -4 | 0
C/C(=N\N=c1/sc2ccccc2n1C)c1ccc(N2CCOCC2)cc1 | 101 | 104 | 103 | 101 | 0 | 105 | -7 | 53*
CC(C)c1ccc(OCc2ccc(C(=O)NN3CCN(C)CC3)o2)cc1 | 105 | 108 | 105 | 105 | 5 | 97 | 1 | 12
CC(=O)Nc1ccc2nc(SCC(=O)O)sc2c1 | 102 | 104 | 107 | 104 | -2 | 101 | 4 | 4
COc1cccc(/C=N/Nc2nc(-c3cccnc3)nc3ccccc23)c1 | 96 | 97 | 97 | 102 | -4 | 105 | -12 | 93*
Cc1ccccc1NC(=O)/C(C#N)=C\c1cn(CC(=O)O)c2ccccc12 | 99 | 101 | 107 | 104 | -8 | 102 | -13 | 5
C/C(NC(=O)c1cccs1)=C1\C(=O)C[C@@H]2[C@H]1C2(C)C | 91 | 103 | 99 | 92 | 7 | 95 | 0 | -1
NC(=O)C1CC(=O)N(c2ccc(OCc3ccccc3Cl)cc2)C1 (configuration not stated) | 101 | 115 | 106 | 102 | 0 | 94 | 3 | -3
N#C/C(=C\Nc1ccc(F)c(Cl)c1)C(=O)C1CC1 | 93 | 100 | 98 | 97 | 0 | 102 | 5 | -1
CCn1cnc2c1c(=O)n(Cc1cccc(Br)c1)c(=O)n2Cc1ccccc1 | 99 | 102 | 91 | 89 | 1 | 92 | 0 | 3
O=C(CSc1nnc(COc2ccccc2)n1-c1ccccc1)c1cccs1 | 100 | 104 | 113 | 99 | 11 | 98 | -5 | 3
CCCCCCn1c(CN2CCCC(C)C2)nc2c1c(=O)n(C)c(=O)n2C (configuration not stated) | 94 | 97 | 88 | 95 | -1 | 105 | 9 | 0
O=C(NNC(=S)Nc1ccccc1)NNC(=S)Nc1ccccc1 | 87 | 108 | · | 96 | -22 | 87 | -12 | 4
O=C(CCSCc1ccc(Cl)cc1)NCc1ccco1 | 101 | 103 | 91 | 100 | 1 | 107 | 4 | 1
Cc1cc(C)n2nc(SCC(=O)c3c(N)n(CC(C)C)c(=O)n(C)c3=O)nc2n1 | 98 | 97 | 101 | 99 | 16 | 97 | 2 | 1
CCOC(=O)c1c(C)[nH]c(C(=O)COC(=O)c2ccccc2NC(=O)c2ccco2)c1C | 100 | 102 | 95 | 100 | 7 | 98 | 2 | 23
Cc1cc(C(=O)Nc2ccccc2C(=O)O)ccc1NC(=O)COc1cccc([N+](=O)[O-])c1 | 93 | 98 | 104 | 99 | 1 | 106 | 1 | -2
CCCCCN(C(=O)CCC(=O)OC(C)C(=O)c1ccc(Cl)cc1)c1c(N)n(CCCC)c(=O)[nH]c1=O (configuration not stated) | 95 | 98 | 96 | 99 | 17 | 99 | 5 | 1

Going on with the list:
SMILES | RPL19A TOR yeast | MEP2 TOR yeast | CIT2 TOR yeast | AGP1-GFP MLPCN | proCasp7 act | LAP4-GFP MLPCN | proCasp3 act | AHR act
CCOc1ccc(-n2nnc3c(=O)n(CC(=O)NCc4ccco4)cnc32)cc1 | 92 | 99 | 97 | 101 | -4 | 104 | -3 | 0
O=C(CN1C(=O)c2ccccc2C1=O)Nc1sc2c(c1C(=O)NCC1CCCO1)CCC2 (configuration not stated) | 103 | 105 | 98 | · | -1 | 100 | -5 | -1
CCOC(=O)N1CCN(S(=O)(=O)c2ccc3c(c2)CCN3C(=O)C2CCC2)CC1 | 100 | 97 | 93 | 97 | 9 | 96 | 0 | 2
COc1cc(OC)cc(C(=O)NCC(=O)NC(C)CCc2ccccc2)c1 (configuration not stated) | 105 | 109 | 102 | 101 | -3 | 113 | 6 | 6
COc1ccc(/C=N\NC(=O)c2ccccc2Br)cc1COc1c(F)c(F)cc(F)c1F | 125 | 109 | 108 | 103 | 2 | 96 | 1 | -4
Cc1ccc(S(=O)(=O)N2CCCCC2)cc1C(=O)N(C)CC(=O)Nc1ccc(Cl)c(C(F)(F)F)c1 | 105 | 109 | 105 | 96 | 16 | 98 | -4 | -2
CCCC(=O)N(Cc1cc(=O)[nH]c2ccccc12)c1ccc(C)cc1 | 102 | 115 | 99 | 101 | 7 | 106 | 3 | 14
O=C(CN1C(=O)C(=O)N(CCC2=CCCCC2)C1=O)c1c[nH]c2ccccc12 | 92 | 93 | 97 | 97 | -9 | 99 | 3 | 28
Cc1ccc(C(=O)Nc2ccc(-c3csc(C)n3)cc2)cc1 | 96 | 109 | 106 | 100 | 10 | 104 | 12 | -5
COC(=O)c1ccc(CN2CCCC(C(=O)Nc3cccc(-n4cnnn4)c3)C2)cc1 (configuration not stated) | 95 | 86 | 86 | 85 | 6 | 81 | 7 | 6
